SKN-1 inh: suppressors of acrylamide-induced Pgst-4::GFP reporter in worms, primary screen, SKN-1 inhibitor project, whole organism, uHTS, GFP/RFP fluorescence ratio, strain VP596; 0.49% of 360,000 active; C. elegans VP596 Pgst-4::GFP/RFP ratio, 24 h; inhibition, % at 21.8 µM;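 active = interference check ratio from 0.5 to 1.5 plus GFP to RFP signal ratio inhibition reaching or exceeding a fixed threshold, cut at about 30% in these data, passing the limit was not always enough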; note: some compounds called inactive have numbers as strong as hits
LMPTP block: LMPTP phosphatase inhibitors, primary screen, biochemical, fluorescence intensity, uHTS; AID 651560, 2012; inhibition, % at 20 µM; 0.22% of 360,000 active; Low molecular weight phosphotyrosine protein phosphatase (Homo sapiens), P24666; recombinant LMPTP-A, OMFP fluorogenic substrate;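 active = compounds that cut the enzyme signal by at least half of the control window in the single-dose screen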;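 note: plate controls were DMSO wells with enzyme plus substrate for no effect and substrate without enzyme for full effect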
Target sequence (P24666 whole entry, looked up): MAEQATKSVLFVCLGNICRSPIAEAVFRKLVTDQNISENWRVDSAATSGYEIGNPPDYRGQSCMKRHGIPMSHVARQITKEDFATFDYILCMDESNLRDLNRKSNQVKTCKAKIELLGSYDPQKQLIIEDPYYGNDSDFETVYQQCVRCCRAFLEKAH
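Test system: LMPTP-A, protein tyrosine phosphatase of low molecular weight; Input: 0.625 nM enzyme; Incubation: 50 min dark incubation at room temperature; Signal: endpoint fluorescence intensity from OMFP dephosphorylation; Read-out basis: % inhibition versus control wells.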
TbMetRS inhib: T. brucei MetRS inhibitors, primary screen, biochemical, luminescence | methionyl-tRNA synthetase (Trypanosoma brucei brucei) | purified T. brucei MetRS, ATP depletion, Kinase-Glo luminescence | inhibition, % at 11.9 µM | 0.4% of 360,000 active;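 active = inhibition above a per-plate cutoff of the control wells' mean inhibition plus 3 SD, cut at about 5.5% in these data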;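 note: 0% = DMSO wells median and 100% = median of wells with control inhibitor compound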
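Dosing: 11.9 µM compound single dose, 0.9% DMSO; Assay system: purified T. brucei MetRS enzyme; Measured by: Kinase-Glo luciferase luminescence reporting remaining unconsumed ATP; Schedule: 15 min plus 2 h at 25 °C.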
SUMO1-SIM PPI: modulators of SUMO1 protein-protein interactions, primary screen, biochemical, uHTS; Small ubiquitin-related modifier 1 (Homo sapiens), P63165; SUMO1 binding to a labelled peptide, TR-FRET, 1 h; inhibition, % at 20 µM; 0.33% of 360,000 active; AID 602429, 2012; in the data active = inhibition above about 37%
Target sequence (P63165 whole entry, looked up): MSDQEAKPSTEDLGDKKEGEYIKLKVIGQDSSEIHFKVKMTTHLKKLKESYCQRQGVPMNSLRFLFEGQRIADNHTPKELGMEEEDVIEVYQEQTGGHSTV
Scp-1 inhibitor: Scp-1 phosphatase inhibitors, primary screen, biochemical, colorimetric, uHTS; AID 493091, 2011; Recombinant Scp1, phosphopeptide, malachite green phosphate absorbance; 0.88% of 340,000 active; inhibition, % at 20 µM;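 active = inhibition above about 50% at 20 µM, limit read from the data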;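 note: plate controls were DMSO wells with enzyme for no effect and wells lacking enzyme for full effect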
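Test system – truncated SCP-1 phosphatase (76-261aa) · Reagent – Phosphorylated 17-residue peptide substrate · Incubation – 45 min room-temperature reaction, 5 min colour, 30 min stabiliser · Detection – colorimetric phosphate reagent with accelerator and stabiliser, absorbance at 630 nm · Measure – % inhibition at 20 µM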
STEP block: STEP phosphatase inhibitors, primary screen, biochemical, fluorescence intensity, uHTS | Tyrosine-protein phosphatase non-receptor type 5 (Homo sapiens), P54829 | recombinant STEP, OMFP fluorogenic substrate | inhibition, % at 20 µM | 0.25% of 360,000 active | AID 588621, 2011;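 active = inhibition at 20 µM, scaled per plate between control wells, above about 37%, limit read from the data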;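 note: 0% = DMSO with enzyme and substrate and 100% = substrate only without enzyme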
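Material: STEP (striatal-enriched tyrosine phosphatase) enzyme, cell-free; Compound dosing: 20 µM single dose in 1% DMSO; Technique: fluorescence read at 480 nm ex / 540 nm em; Times: reaction 20 min, ambient temperature; Medium: 50 mM Bis-Tris pH 6.0 with 2.5 mM DTT and 0.005% Tween 20; Also added: OMFP at 25 µM.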
DNMT1 inh: human DNMT1 methyltransferase inhibitors, primary screen, biochemical, molecular beacon, fluorescence, HinP1I cleavage, uHTS. 0.83% of 360,000 active. AID 588458, 2011. inhibition (reported as % activation of signal), % at 10 µM; in the data active = inhibition above about 50%
Neddyl block: inhibitors of cullin neddylation, primary screen, biochemical, TR-FRET, uHTS, NAE and Ubc12; NEDD8-conjugating enzyme Ubc12 (Homo sapiens) + NEDD8-activating enzyme E1 regulatory …; calls only at 25 µM; 0.58% of 360,000 active; in the data active = inhibition above about 36%
Target sequence (P61081 whole entry, looked up): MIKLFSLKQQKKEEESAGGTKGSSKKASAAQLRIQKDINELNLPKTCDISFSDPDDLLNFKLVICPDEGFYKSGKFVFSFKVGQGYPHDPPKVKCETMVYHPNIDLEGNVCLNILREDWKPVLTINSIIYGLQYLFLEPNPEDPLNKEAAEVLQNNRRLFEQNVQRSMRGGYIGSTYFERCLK
Target sequence (Q13564 whole entry, looked up): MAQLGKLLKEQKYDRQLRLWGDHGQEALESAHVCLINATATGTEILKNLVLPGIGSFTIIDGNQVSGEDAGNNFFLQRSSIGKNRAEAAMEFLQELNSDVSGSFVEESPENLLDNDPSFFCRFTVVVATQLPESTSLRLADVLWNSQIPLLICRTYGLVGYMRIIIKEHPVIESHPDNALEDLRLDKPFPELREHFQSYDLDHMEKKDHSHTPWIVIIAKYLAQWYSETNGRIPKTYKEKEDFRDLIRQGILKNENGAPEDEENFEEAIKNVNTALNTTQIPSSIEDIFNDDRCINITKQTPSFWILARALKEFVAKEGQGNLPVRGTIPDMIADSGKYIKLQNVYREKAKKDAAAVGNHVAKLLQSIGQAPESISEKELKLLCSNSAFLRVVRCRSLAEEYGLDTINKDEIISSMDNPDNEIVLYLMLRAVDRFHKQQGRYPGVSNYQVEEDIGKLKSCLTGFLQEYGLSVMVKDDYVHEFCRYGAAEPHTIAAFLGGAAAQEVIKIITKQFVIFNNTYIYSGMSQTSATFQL
NRP1-CendR mod: modulators of CendR peptide binding to NRP-1, primary screen, biochemical, fluorescence polarization, uHTS; AID 602438, 2012; inhibition, % at 25 µM; FAM-RPARPAR peptide binding to NRP-1; 0.85% of 360,000 active; Neuropilin-1 (Homo sapiens), O14786;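 active = inhibition or corrected inhibition above about 18%, plus a signal ratio from 0.5 to 1.5, limit read from the data, passing the limit was not always enough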; note: strong numbers were not always called active
NadD inh: inhibitors of S. aureus NadD, primary screen, biochemical, colorimetric, uHTS. Nicotinate-nucleotide adenylyltransferase NadD (Staphylococcus aureus N315). purified NadD enzyme, colorimetric absorbance read-out. inhibition, % at 20 µM. 0.78% of 360,000 active. AID 602399, 2012; in the data active = inhibition above about 26%; note: some compounds past the cut are filed as inactive
An asterisk follows results filed as active; i = inactive; . = no result given.

Results follow in this order: SKN-1 inh	LMPTP block	TbMetRS inhib	SUMO1-SIM PPI	Scp-1 inhibitor	STEP block	DNMT1 inh	Neddyl block	NRP1-CendR mod	NadD inh
- FC(F)(F)c1ccc(Cl)c(NC(=S)N/N=C/c2ccccc2Cl)c1
→ 9	-1.0	-0.5	2	-7	0	4	i	3	2
- Cc1c(Cl)cnc(NC(=O)COC(=O)c2cccc(S(=O)(=O)N3CCOCC3)c2)c1Cl
→ 5	-1.2	-0.2	2	.	2	5	i	-1	5
- CC(C)n1cnc2c(Nc3ccc(F)c(Cl)c3)nc(NCCO)nc21
→ 3	28	-0.2	10	-4	-1	-6	i	-7	-2
- CCCSc1nc2c(c(=O)n(C)c(=O)n2C)n1C
→ 2	-1.0	-0.9	-3	-1	-4	1	i	0	-10
- C=CCOc1ccc(C2CC(C)=NN2c2ccccc2)cc1 (stereo unspecified)
→ 0	1.8	0.8	1	-4	3	-5	i	-10	6
- CC(=O)NCCn1c(SCC(=O)NC2CCCCC2)nc2ccccc2c1=O
→ -6	-1.5	-1.5	-2	4	-2	4	i	4	-6
- O=C(CNC(=O)c1ccco1)Nc1ccc(Cl)cc1
→ 17	-1.8	0.2	-2	4	-2	0	i	-9	-6
- CCOc1ccccc1NC(=S)N1CCN(c2ccc(O)cc2)CC1
→ 8	-0.6	0.0	-3	-11	-1	-1	i	4	-8
- CC1(C)CC(=O)C(C=NCC2CCN(C(=S)Nc3cccc(Cl)c3)CC2)=C(O)C1
→ 14	0.2	0.2	-3	1	0	2	i	8	3
- O=C(CCN1CCOCC1)Nc1ccc2c(c1)N(C(=O)CN1CCOCC1)c1ccccc1CC2
→ 10	-1.5	-0.4	8	-7	1	9	i	-12	2
- COc1cccc(NC(=O)CN(C)CC(=O)Nc2ccccc2-c2ccccc2)c1
→ 0	-0.4	-0.4	-3	-7	4	-2	i	-6	0
- CCOC(=O)C(O)(CC(=O)Nc1ccc(Cl)cc1Cl)C(F)(F)F (stereo unspecified)
→ -17	-0.2	-0.8	3	-4	0	5	i	8	-3
- CCCCOC(=O)c1ccc(NC(=O)c2nn(C)cc2Br)cc1
→ -3	3.2	0.1	-1	-16	-3	-3	i	-8	-15
- CC(C)C(=O)Nc1ccc(C(=O)NNC(=O)c2ccco2)cc1
→ -20	0.2	-0.9	0	-3	-1	1	i	-12	-7
- O=C(CSc1n[nH]c(-c2cccnc2)n1)Nc1ccc([N+](=O)[O-])cc1
→ -10	-1.5	0.2	-24	-9	2	-1	i	6	3
- O=C(CCC1CCCC1)NCCS(=O)(=O)N1CCN(c2ccc(F)cc2)CC1
→ -4	0.0	-0.7	0	1	3	3	i	8	-6
- Cc1ccc(C(C)C)c(OCC(=O)Nc2ccc3c(c2)nc(CCN2CCCCC2)n3C)c1
→ 9	-1.3	-0.5	-6	-2	-1	-4	i	-2	-3
- O=C(Cn1ncc2c1-c1ccccc1OC2)N1CCN(Cc2ccccc2)CC1
→ -6	-1.7	-0.5	-4	-2	0	1	i	-4	-5
- COc1cccc(CNC(=O)[C@@H]2CCCN2C(=O)[C@@H]2CCCN2C(=O)c2cccc(Cl)c2)c1
→ 4	0.2	-0.3	11	.	.	.	i	-3	3
- Cc1nn(-c2ccccc2)cc1/C=N/NS(=O)(=O)c1ccccc1
→ 3	0.9	0.1	2	-10	-4	1	i	15	3
- O=C(CN1CCN(Cc2cccc3ccccc23)CC1)NCCc1ccccc1
→ 1	-1.3	-0.4	3	-6	0	-2	i	-6	-10
- CC(C)(C)NS(=O)(=O)c1ccc(NC(=S)NC(=O)C2CC2)cc1
→ 25	1.1	-0.3	1	-8	-2	0	i	-6	0
- Cc1ccc2c(c1)N(C(=O)CCC(=O)NCCCN(C)Cc1ccccc1)CCO2
→ -1	-2.8	0.4	-7	-1	-4	2	i	-6	1
- CCOC(=O)c1ccccc1NC(=O)c1ccc(F)cc1
→ 5	0.3	-0.2	-4	-4	3	2	i	0	-3
- CC1CCN(S(=O)(=O)c2cccc(-c3nnc(-c4cccnc4)o3)c2)CC1
→ 16	-1.1	0.2	11	2	1	4	i	-5	0
- CCn1c(=NC(=O)CS(=O)(=O)c2ccccc2)sc2cccc(OC)c21
→ 11	3.2	-0.2	-1	-2	2	2	i	7	-4
- Cn1c(NCc2c[nH]c3ccccc23)nc2ccccc21
→ 4	3.0	3.5	-3	6	-3	-1	i	10	0
- CCOc1ccc(C(=O)NCC(=O)Nc2ncccc2C)cc1OCC
→ -17	1.1	-0.3	0	-4	1	5	i	-1	7
- Nc1ccccc1C(=O)N/N=C1\C2CN3CCN(C2)CC1(c1ccccc1)C3
→ 1	-2.0	-0.4	0	-9	0	3	.	15	1
- Cc1ccc(SCCN2C(=O)NC(C)(C)C2=O)cc1
→ 10	0.0	-0.4	1	-1	-5	1	i	-10	-3
- COC(=O)NNC(=O)COc1ccc2ccccc2c1Br
→ 2	-0.1	-0.2	-10	-1	0	-3	i	-3	-3
- C/C(=N\Nc1cccc(C(F)(F)F)c1)c1ccc(O)cc1
→ 1	8.5	-0.1	-6	-9	0	-14	i	5	-8
- Cc1ccnc(NC(=O)c2ccccc2NC(=O)c2ccccc2)c1
→ 24	-0.9	-0.6	4	-9	-3	-2	i	-5	-2
- CCOC(=O)c1c(SCC(=O)Nc2nc(C)cs2)nc(=O)[nH]c1C
→ 21	-2.5	0.4	1	-6	2	1	i	2	1
- Cc1c(C(=O)N2CCC(C)CC2)oc2ccc3c(c12)C(O)CC1(CCCCC1)O3 (stereo unspecified)
→ 9	1.7	-0.6	1	-4	-1	-2	i	10	-6
- COc1cccc2cc(-c3nnc(-c4ccccc4)o3)c(=O)oc12
→ -3	-0.6	-0.8	-14	20	-2	1	i	-8	1
- CCCCCCSc1ccc([C@@H]2[C@@H]3C(=O)N(CC)C(=O)[C@@H]3[C@]3(C(=O)OC)CCCCN23)cc1OC
→ -1	3.7	-0.3	5	1	0	-11	i	-13	5
- Cc1ccc(NC(=O)COC(=O)c2ccc(-n3nc(C)cc3C)cc2)c(F)c1
→ 10	1.5	-0.3	-2	-5	1	-5	i	8	-1
- COc1ccc(NC(=S)NNC(=O)c2ccccc2OC(F)F)cc1
→ 13	-2.0	-0.5	3	-3	2	1	i	5	-4
- COc1ccc(-c2nn(-c3ccccc3)cc2C(=O)NCC2CCCO2)cc1 (stereo unspecified)
→ -9	-0.7	-0.6	0	-7	2	0	i	0	-2

Of the compounds above, these have a CF3 group:
Results follow in this order: SKN-1 inh	LMPTP block	TbMetRS inhib	SUMO1-SIM PPI	Scp-1 inhibitor	STEP block	DNMT1 inh	Neddyl block	NRP1-CendR mod	NadD inh
- FC(F)(F)c1ccc(Cl)c(NC(=S)N/N=C/c2ccccc2Cl)c1
→ 9	-1.0	-0.5	2	-7	0	4	i	3	2
- CCOC(=O)C(O)(CC(=O)Nc1ccc(Cl)cc1Cl)C(F)(F)F (stereo unspecified)
→ -17	-0.2	-0.8	3	-4	0	5	i	8	-3
- C/C(=N\Nc1cccc(C(F)(F)F)c1)c1ccc(O)cc1
→ 1	8.5	-0.1	-6	-9	0	-14	i	5	-8

The results go on.
Results follow in this order: SKN-1 inh	LMPTP block	TbMetRS inhib	SUMO1-SIM PPI	Scp-1 inhibitor	STEP block	DNMT1 inh	Neddyl block	NRP1-CendR mod	NadD inh
- COc1cccc(CNC(C)C(=O)Nc2ccc3c(c2)OCCO3)c1 (stereo unspecified)
→ -8	-1.7	0.8	-1	-2	0	-1	i	-7	-1
- CCn1c(SCC(=O)N2CCCC2)nc2c1c(=O)n(C)c(=O)n2C
→ 8	-0.8	-0.6	-3	-2	0	2	i	-6	-2
- O=S(=O)(N/N=C/c1cccnc1)c1ccc(Cl)c(Cl)c1
→ -12	-1.8	0.0	-5	-10	0	-1	i	-11	4
- COC(=O)Cc1ccc(N(Cc2ccccc2F)S(=O)(=O)c2ccc(Cl)cc2)cc1
→ -7	1.8	-0.3	0	-15	1	2	i	1	2
- Cc1ccc(CNC(=O)CCCOc2cc(=O)n(C)c3ccccc23)o1
→ 1	-1.7	0.1	-1	-2	-11	-5	i	-3	-1
- CC(NC(=O)C1CC=CCC1C(=O)O)C1CC2CCC1C2 (stereo unspecified)
→ 18	-0.9	-0.6	-9	0	2	-3	i	9	-1
- Cc1nc(-c2ccccc2)nc2[nH]ccc(=O)c12
→ 0	0.1	-0.6	0	-7	-1	-2	i	11	1
- COc1ccccc1NC(=O)NCCc1ccccc1
→ 6	-0.3	0.3	0	-13	1	1	i	14	0
- O=C(CSc1nc(-c2ccc(F)cc2)cs1)NCC1CCCO1 (stereo unspecified)
→ 5	-1.3	-0.4	1	-12	0	7	i	11	1
- Cc1ccnc(NC(=O)CCC(=O)N(CC(=O)NCc2ccc(F)cc2)Cc2ccco2)c1
→ 9	1.8	0.0	0	-1	-1	1	i	0	-4

Entries of single compounds, quoted from the list:
O=C(CSc1n[nH]c(-c2cccnc2)n1)Nc1ccc([N+](=O)[O-])cc1 is entered as SKN-1 inh: -10; LMPTP block: -1.5; TbMetRS inhib: 0.2; SUMO1-SIM PPI: -24; Scp-1 inhibitor: -9; STEP block: 2; DNMT1 inh: -1; Neddyl block: i; NRP1-CendR mod: 6; NadD inh: 3
Cc1ccc2c(c1)N(C(=O)CCC(=O)NCCCN(C)Cc1ccccc1)CCO2 is entered as SKN-1 inh: -1; LMPTP block: -2.8; TbMetRS inhib: 0.4; SUMO1-SIM PPI: -7; Scp-1 inhibitor: -1; STEP block: -4; DNMT1 inh: 2; Neddyl block: i; NRP1-CendR mod: -6; NadD inh: 1

In the list so far, these have bromine:
Results follow in this order: SKN-1 inh	LMPTP block	TbMetRS inhib	SUMO1-SIM PPI	Scp-1 inhibitor	STEP block	DNMT1 inh	Neddyl block	NRP1-CendR mod	NadD inh
- CCCCOC(=O)c1ccc(NC(=O)c2nn(C)cc2Br)cc1
→ -3	3.2	0.1	-1	-16	-3	-3	i	-8	-15
- COC(=O)NNC(=O)COc1ccc2ccccc2c1Br
→ 2	-0.1	-0.2	-10	-1	0	-3	i	-3	-3

Assay outcomes as filed in PubChem BioAssay.
